TNAP inhibition: human TNAP enzyme inhibitors, biochemical, luminescent (AID 518); inhibition, % at 20 µM, or IC50 in µM where a hit was titrated; Alkaline phosphatase, tissue-nonspecific isozyme (Homo sapiens); hit rate 0.09% among 64,000; purified TNAP enzyme, luminescent substrate readout; higher % means a stronger effect; in the data active means a potency from the dose series; inactive means the rest, 99 in 100 with inhibition below about 22%;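 further: plate controls were vehicle for no effect and reference inhibitor for full effect; many of its hits are not listed in these tables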
HT1080 cytotoxicity: cytotoxicity in HT1080 fibrosarcoma cells, cell-based, fluorescence readout (AID 620). HT1080 viability, fluorescence; higher % means a stronger effect. cytotoxicity, % at 10 µM; hits with a dose series show EC50 in µM. hit rate 0.42% among 87,000;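 further: cells exposed to compound overnight then 4 h with Alamar Blue; 0% = vehicle DMSO and 100% = killing control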
MK inhibit: S. pneumoniae MK inhibitors, primary screen, biochemical, PK/LDH-coupled NADH absorbance | mevalonate kinase [Streptococcus pneumoniae D39] | purified MK, PK/LDH-coupled NADH absorbance 340 nm | inhibition, % at 10 µM | hit rate 0.48% among 65,000 | AID 555, 2006;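 active means ranked among the strongest by inhibition in the single 10 µM screen, a fixed top-ranked set picked for dose follow-up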; further: no value below 0 was filed
Bfl-1 displacement: Bfl-1 inhibitors, primary screen, biochemical, fluorescence polarization, FITC-Bid, mouse (AID 432). Bcl-2-related protein A1 (Mus musculus). FITC-Bid BH3 peptide fluorescence polarization displacement; higher % means a stronger effect. displacement, % at 20 µM, or IC50 in µM where a hit was titrated. hit rate 0.02% among 64,000; in the data active means a potency from the dose series; inactive means the rest, 99 in 100 with displacement below about 15%; further: strong numbers were not always called active
Spn DPM-DC inh: S. pneumoniae DPM-DC inhibitors, primary screen, biochemical, PK/LDH-coupled NADH fluorescence. purified DPM-DC. calls only at 10 µM. hit rate 0.49% among 65,000;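 active means the 320 compounds with the highest percent inhibition in the single-dose primary screen, excluding strongly autofluorescent ones, cut at about 32% in these data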;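 further: kinetic rate of NADH fluorescence loss reporting ADP formed by the decarboxylase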
Spn PMK inh: S. pneumoniae PMK inhibitors, primary screen, biochemical, mevalonate pathway, pilot trial included; phosphomevalonate kinase (Streptococcus pneumoniae D39); purified PMK, PK/LDH-coupled NADH absorbance 340 nm; inhibition, % at 10 µM; hit rate 0.49% among 65,000;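 active means top-ranked compounds by inhibition in the single 10 µM screen, taking a fixed number of the strongest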;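 further: 0% = full reaction with DMSO carrier and 100% = background rate without enzyme reaction; no value below 0 was filed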
HPDE-C7 cytotoxicity: cytotoxicity in HPDE-C7 cells, cell-based, fluorescence, HTS (AID 430); HPDE-C7 pancreatic duct cells viability, fluorescence; higher % means a stronger effect; cytotoxicity, % at 10 µM; hits with a dose series show EC50 in µM; hit rate 1.8% among 63,000;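 further: cells exposed to compound for 48 hours before viability readout; 0% = vehicle and 100% = reference cytotoxic drug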
HPDE-C7K KRASV12: cytotoxicity in KRAS-transformed pancreatic duct cells, primary screen, cell-based, fluorescence, HTS (AID 431); cytotoxicity, % at 10 µM, or EC50 in µM where a hit was titrated; hit rate 1.7% among 63,000; HPDE-C7K KRASV12 cells, Alamar Blue viability, 48 h; higher % means a stronger effect;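 active means compounds whose percent cytotoxicity in the single-dose primary screen, scaled between solvent and toxic-drug controls, exceeds 50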;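 further: 0% = DMSO solvent wells and 100% = doxorubicin-treated wells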
LYP inhibition: LYP phosphatase inhibitors, primary screen, biochemical, DiFMUP fluorescence, recombinant catalytic domain, 10 µM (AID 606); 52,000 tested, under 10 active; recombinant LYP catalytic domain, DiFMUP fluorescence; higher % means a stronger effect; one-dose inhibition, % at 10 µM; IC50 in µM for titrated hits;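 active means IC50 under 40 µM in the dose-response test; inactive means IC50 of 40 µM or more, or never dose-tested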
Spn PMK inh pilot replicates: further read-out of Spn PMK inh, marked with its call; inhibition, %; measured here: pilot screen replicates
MK inhibit pilot replicates: second read-out of MK inhibit, no call of its own (marks repeat the call); inhibition, %; measured here: pilot screen replicates
Spn DPM-DC inh pilot screen %: recorded beside Spn DPM-DC inh, whose call it bears; inhibition, %; measured here: pilot screen trials
The depositor's hits bear a star; i = inactive; nt = no result given. Unless noted, no stated cut-off is given here; in the data, active means cytotoxicity above about 50%; inactive means the rest.

SMILES | TNAP inhibition | HT1080 cytotoxicity | MK inhibit | Bfl-1 displacement | Spn DPM-DC inh | Spn PMK inh | HPDE-C7 cytotoxicity | HPDE-C7K KRASV12 | LYP inhibition | others
O=C(CSc1ncn(-c2ccccc2)n1)Nc1ccc(Br)cn1 | 11% | -2% | 15 | -6% | i | 7 | 6% | 5% | 0%
CCOC(=O)N1CCN(C(=O)CN(c2cccc(C)c2)S(=O)(=O)c2ccc(C)cc2)CC1 | 9% | -26% | 9 | -6% | i | 18 | 1% | -3% | 2%
O=C(O)Cc1ccc(NC(=O)c2cccs2)cc1 | 8% | 10% | 6 | 10% | i | 5 | -5% | -10% | -1%
Nn1c(SCc2ccccc2)nnc1-c1ccco1 | -5% | -1% | 4 | 0% | i | 14 | -24% | -17% | 3%
CN(Cc1nc(-c2ccccn2)no1)S(=O)(=O)c1ccc(Cl)cc1 | 8% | 2% | 11 | -4% | i | 7 | 1% | 12% | 4%
CC(=O)N(c1cccc(C)c1)C1SC(=O)N(c2ccccc2)C1=O (centres undefined) | 0% | -26% | 11 | 2% | i | 7 | 7% | 2% | -5%
CN(Cc1ccccc1)Cc1nc2c([nH]1)c(=O)[nH]c(=O)n2C | 10% | 6% | 0 | -11% | i | 10 | 6% | 8% | 12% | Spn PMK inh pilot replicates=0.5;MK inhibit pilot replicates=0.0;Spn DPM-DC inh pilot screen %=1.5
N#C/C(=C(/O)COC(=O)CCc1ccc(S(=O)(=O)N2CCOCC2)cc1)c1nc2ccccc2[nH]1 | 19% | -4% | 75* | 1% | i | 20 | -11% | -3% | -1%
CC(C)N(C(=O)Cn1c(SCC(=O)N2CCN(c3ccccc3)CC2)nc2ccccc21)C(C)C | -1% | 3% | 7 | 3% | i | 4 | -16% | -9% | nt
CCCn1nnnc1NC(=O)CSc1ccc(Cl)cc1 | 24% | 9% | 1 | -5% | i | 6 | 1% | 15% | 6%
Cc1ccc(NC(=O)CCNS(=O)(=O)c2cccc3nonc23)cc1 | 5% | 9% | 8 | -2% | i | 0 | 7% | 2% | -7%
Fc1ccc(-c2ccc(-c3nn4c(-c5ccco5)nnc4s3)o2)cc1 | 17% | 6% | 7 | 12% | i | 1 | 74%* | 84%* | 2% | Spn PMK inh pilot replicates=0.5;MK inhibit pilot replicates=0.0;Spn DPM-DC inh pilot screen %=10

Grouped by structure: those above with an aryl thioether with sulfur outside any ring (four)
SMILES | TNAP inhibition | HT1080 cytotoxicity | MK inhibit | Bfl-1 displacement | Spn DPM-DC inh | Spn PMK inh | HPDE-C7 cytotoxicity | HPDE-C7K KRASV12 | LYP inhibition | others
O=C(CSc1ncn(-c2ccccc2)n1)Nc1ccc(Br)cn1 | 11% | -2% | 15 | -6% | i | 7 | 6% | 5% | 0%
Nn1c(SCc2ccccc2)nnc1-c1ccco1 | -5% | -1% | 4 | 0% | i | 14 | -24% | -17% | 3%
CC(C)N(C(=O)Cn1c(SCC(=O)N2CCN(c3ccccc3)CC2)nc2ccccc21)C(C)C | -1% | 3% | 7 | 3% | i | 4 | -16% | -9% | nt
CCCn1nnnc1NC(=O)CSc1ccc(Cl)cc1 | 24% | 9% | 1 | -5% | i | 6 | 1% | 15% | 6%

Further results:
SMILES | TNAP inhibition | HT1080 cytotoxicity | MK inhibit | Bfl-1 displacement | Spn DPM-DC inh | Spn PMK inh | HPDE-C7 cytotoxicity | HPDE-C7K KRASV12 | LYP inhibition | others
CCOC(=O)c1oc2ccccc2c1NC(=O)c1cccc(OC)c1 | 16% | 0% | 8 | -4% | i | 12 | -22% | 1% | 1%
COc1ccccc1C(=O)NCCNC(=O)c1ccco1 | 8% | 1% | 1 | -1% | i | 4 | 4% | 1% | 8% | Spn PMK inh pilot replicates=2.5;MK inhibit pilot replicates=0.0;Spn DPM-DC inh pilot screen %=4.0
Cn1c(=O)c(C(=O)CN2CCOCC2)c(N)n(Cc2ccccc2)c1=O | 3% | 0% | 2 | 11% | i | 17 | -4% | -4% | 8%
C=CCn1c(-c2cccs2)nc2ccccc21 | 0% | 0% | 10 | -2% | nt | 6 | -14% | -14% | 18%
COc1ccc(-n2c(Cc3cccn3C)nnc2SCC(=O)Nc2cc(Cl)ccc2OC)cc1 | 9% | -12% | 10 | -1% | i | 9 | -1% | -3% | 7%
COc1nc(NC(C)(C)C)nc(Oc2ccc(=O)n(-c3ccccc3)n2)n1 | 8% | 40% | 5 | -6% | i | 11 | 1% | 18% | nt
CN1C(=O)NC(c2ccccc2)C2=C1CN(Cc1ccccc1)C2=O (centres undefined) | 15% | -3% | 7 | -7% | i | 5 | 1% | 7% | nt
CCOc1cc(C(=O)O)cc(Cl)c1OCC#N | 8% | 2% | 10 | -6% | i | 6 | -7% | -16% | 0%
Cn1c(=O)c2c(nc(NCc3ccco3)n2CC(O)COc2ccccc2)n(C)c1=O (centres undefined) | 5% | 19% | 13 | 5% | i | 15 | -6% | 5% | 6%
CCCCCn1c(CN2CCCCC2CC)nc2c1c(=O)n(C)c(=O)n2C (centres undefined) | 11% | -2% | 5 | 7% | i | 6 | -4% | 8% | 0%
OC(COc1cccc(OCC(O)CN2CCCC2)c1)CN1CCCC1 (centres undefined) | 9% | nt | 10 | -3% | i | 0 | 9% | 2% | -2%
COc1ccc(OC)c(C(=O)c2coc3ccc(O)c(CN4CCOCC4)c23)c1 | 4% | 4% | 0 | 9% | i | 17 | 20% | 13% | 9% | Spn PMK inh pilot replicates=0.0;MK inhibit pilot replicates=0.0;Spn DPM-DC inh pilot screen %=2.0

Retrieved one by one from above (4):
SMILES | TNAP inhibition | HT1080 cytotoxicity | MK inhibit | Bfl-1 displacement | Spn DPM-DC inh | Spn PMK inh | HPDE-C7 cytotoxicity | HPDE-C7K KRASV12 | LYP inhibition | others
COc1ccc(OC)c(C(=O)c2coc3ccc(O)c(CN4CCOCC4)c23)c1 | 4% | 4% | 0 | 9% | i | 17 | 20% | 13% | 9% | Spn PMK inh pilot replicates=0.0;MK inhibit pilot replicates=0.0;Spn DPM-DC inh pilot screen %=2.0
COc1ccccc1C(=O)NCCNC(=O)c1ccco1 | 8% | 1% | 1 | -1% | i | 4 | 4% | 1% | 8% | Spn PMK inh pilot replicates=2.5;MK inhibit pilot replicates=0.0;Spn DPM-DC inh pilot screen %=4.0
COc1ccc(-n2c(Cc3cccn3C)nnc2SCC(=O)Nc2cc(Cl)ccc2OC)cc1 | 9% | -12% | 10 | -1% | i | 9 | -1% | -3% | 7%
CCOc1cc(C(=O)O)cc(Cl)c1OCC#N | 8% | 2% | 10 | -6% | i | 6 | -7% | -16% | 0%

Screens (PubChem)
